S100A4 MyoIIA = S100A4-myosin IIA interaction inhibition; S100A4/TAMRA-MyoIIA peptide fluorescence polarization; inhibition, % at 10.7 µM; 360,000 compounds, 0.14% hits;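 active means mean inhibition of at least 70% across replicates, with every replicate also reaching that level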
Target sequence (P26447 whole entry, looked up): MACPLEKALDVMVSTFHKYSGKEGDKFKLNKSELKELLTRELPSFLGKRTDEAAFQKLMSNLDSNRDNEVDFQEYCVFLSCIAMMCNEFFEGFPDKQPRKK
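Material: S100A4 monomer protein | Medium: HEPES pH 7.2 with CaCl2, KCl, NaCl, DTT, Triton | Reagent: Labelled myosin peptide probe, 5 nM | Doses: One dose per compound | Times: 5 min incubation before reading | Benchmarks: Neutral control DMSO, positive control TFP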
FN deposition inh = fibronectin deposition inhibition | AH1F fibroblasts, Alexa488-fibronectin deposition fluorescence, overnight | inhibition, % at 12.6 µM | 350,000 compounds, 0.086% hits;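 active means mean inhibition across replicates of 30% or more, regardless of how many single replicates reach that level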;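 further: positive control wells lacked labelled fibronectin entirely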
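Measured by – fluorescence 485/525 nm · System – AH1F fibroblast monolayer, labelled fibronectin deposition · Amount – 10000 cells per well · Buffer or medium – serum-reduced DMEM (2% serum) · Doses – single dose, pinned · Also added – fluorescent fibronectin at 24 nM final · Schedule – 1 h cell attachment, overnight exposure to compound and label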
Casp6 inh = inhibitors of human caspase-6 | AID 686996 | 350,000 compounds, 0.53% hits | P55212 | inhibition, % at 12.5 µM | purified caspase-6, Z-VEID-R110 cleavage fluorescence;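 active means mean inhibition across replicates at least about 35%, with every replicate also reaching that limit, limit read from the data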;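 further: 0% = median of neutral control wells and 100% = no fluorescence left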
Target sequence (P55212 24-179 limits assumed): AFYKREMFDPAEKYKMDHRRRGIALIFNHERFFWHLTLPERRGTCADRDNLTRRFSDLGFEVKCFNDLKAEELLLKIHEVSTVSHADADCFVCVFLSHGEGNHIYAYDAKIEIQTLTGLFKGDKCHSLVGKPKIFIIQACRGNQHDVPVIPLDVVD
Target sequence (P55212 194-293 limits assumed): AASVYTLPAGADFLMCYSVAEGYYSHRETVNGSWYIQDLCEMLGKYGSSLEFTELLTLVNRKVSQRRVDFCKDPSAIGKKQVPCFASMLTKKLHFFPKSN
SIRT5 inh = inhibitors of human sirtuin-5 desuccinylase; Q9NXA8; Purified SirT5, succinyl-peptide AMC, trypsin-coupled fluorescence; inhibition, % at 15 µM; 330,000 compounds, 1.1% hits; in the data active means inhibition above about 15%
Target sequence (Q9NXA8 whole entry, looked up): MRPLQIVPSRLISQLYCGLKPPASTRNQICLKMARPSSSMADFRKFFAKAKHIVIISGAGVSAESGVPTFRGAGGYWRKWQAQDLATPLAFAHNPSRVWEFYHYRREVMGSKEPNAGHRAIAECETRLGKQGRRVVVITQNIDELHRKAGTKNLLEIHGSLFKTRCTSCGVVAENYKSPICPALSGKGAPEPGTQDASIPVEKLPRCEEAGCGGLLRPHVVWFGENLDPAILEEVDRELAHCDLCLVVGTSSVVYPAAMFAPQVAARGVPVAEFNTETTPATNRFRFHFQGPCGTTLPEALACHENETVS
LGR2 antag = inhibitors of bursicon-induced Drosophila LGR2 receptor cAMP signaling; HEK293 LGR2, CRE-luciferase, bursicon-stimulated, 4 h; inhibition, % at 9.99 µM; 380,000 compounds, 0.35% hits; AID 720647;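 active means drop in luminescence signal, shown as inhibition above about 50% in the replicate tests, limit read from the data, passing the limit was not always enough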;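 further: agonist challenge used bursicon conditioned medium at about half maximal strength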
C2C12 statin = suppressors of simvastatin-induced myotoxicity in C2C12 myotubes; ATP luminescence, 48 h; scaled: DMSO 0, geranylgeraniol control 100; rescue of ATP level, % at 7.49 µM; 330,000 compounds, 0.78% hits; AID 602340;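 active means mean ATP rescue above about 67%, or every replicate alone reaching that limit, limit read from the data, passing the limit was not always enough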;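 further: myotubes were challenged with 10 µM simvastatin during compound exposure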
esBAF inh = blocks esBAF chromatin remodeling in mouse ES cells. Bmi1-luciferase knock-in reporter, 24 h; 100% = twice the neutral-well signal. reporter increase, % at 12.5 µM. 350,000 compounds, 2% hits; in the data active means activation above about 40%;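 further: 0% = median of the plate's neutral control wells and 100% = double that signal; a rise in the Bmi1 reporter signal indicates esBAF inhibition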
* hit, by the source's call; nt = not tested or not shown. The list is partial; rates above refer to the full screens.

SMILES	S100A4 MyoIIA	FN deposition inh	Casp6 inh	SIRT5 inh	LGR2 antag	C2C12 statin	esBAF inh
C[C@H](CO)N1C[C@H](C)[C@H](CN(C)Cc2ccc3c(c2)OCCN3C)OCc2ccccc2-c2c(n(C)c3ccccc23)C1=O	-12	-12	0	3	23	nt	nt
COc1ccc(N/C=C(\C#N)S(=O)(=O)c2ccc(OC)cc2)cc1	-8	-8	3	-7	7	4	-2
CSc1ccccc1OCc1cc(C(=O)NC2CCc3ccccc32)no1 (stereo not drawn)	-8	12	0	-2	-16	-47	-2
COc1ccccc1/C=C\C(=O)NCC(=O)N/N=C/c1ccc(O)cc1O	-1	7	6	-2	-3	nt	nt
CO[C@@H]1CN(C)C(=O)c2cc(NC(C)=O)ccc2OC[C@H](C)N(C(=O)CN(C)C)C[C@@H]1C	1	14	2	-5	15	-1	-6
NCCNC(=O)c1ncsc1-c1cccc(F)c1	-9	-3	3	-1	-6	6	0
COc1cc(OC)cc(C(=O)N2CCN(c3ccc(N4CCOCC4)nn3)CC2)c1	0	-2	0	-6	3	7	3
CN1C[C@@H](O)COC[C@H]2O[C@H](CC(=O)NC3CCCC3)CC[C@@H]21	-2	3	-2	0	-7	-3	-1
CCNC(=O)C1CC(=O)N(Cc2ccc(F)cc2)C(=Nc2ccc(OC)cc2)S1 (stereo not drawn)	-5	nt	0	-1	0	nt	nt
COc1ccccc1/C=C/C1C(C(=O)OCC(C)C)=C(C)N=C2SCCC(=O)N21 (stereo not drawn)	0	3	-1	0	nt	nt	nt
CCC(C(=O)NCC1CCCO1)n1nc(C)c2sc3ccccc3c2c1=O (stereo not drawn)	19	0	-1	-1	-3	12	4
COc1ccc(S(=O)(=O)N2C[C@H](O)COC[C@@H]3O[C@@H](CC(=O)NCCN4CCCCC4)CC[C@H]32)cc1	nt	3	nt	nt	-7	11	-9
COC(=O)c1cc(NC(=O)c2ccc(C)cc2)c(=O)oc1C	-1	-13	-2	-3	-38	-2	45*
COCC(=O)N(C)C[C@@H]1Oc2ncc(-c3cccc(OC)c3)cc2C(=O)N([C@@H](C)CO)C[C@H]1C	11	nt	1	3	1	-13	1
O=C1Nc2ccccc2-n2nnnc2C1N1CCc2ccccc2C1 (stereo not drawn)	7	-1	-2	5	-9	nt	nt

Rewritten field by field: entries from further up.
COc1cc(OC)cc(C(=O)N2CCN(c3ccc(N4CCOCC4)nn3)CC2)c1
  S100A4 MyoIIA = 0
  FN deposition inh = -2
  Casp6 inh = 0
  SIRT5 inh = -6
  LGR2 antag = 3
  C2C12 statin = 7
  esBAF inh = 3
CN1C[C@@H](O)COC[C@H]2O[C@H](CC(=O)NC3CCCC3)CC[C@@H]21
  S100A4 MyoIIA = -2
  FN deposition inh = 3
  Casp6 inh = -2
  SIRT5 inh = 0
  LGR2 antag = -7
  C2C12 statin = -3
  esBAF inh = -1
CCNC(=O)C1CC(=O)N(Cc2ccc(F)cc2)C(=Nc2ccc(OC)cc2)S1 (stereo not drawn)
  S100A4 MyoIIA = -5
  FN deposition inh = nt
  Casp6 inh = 0
  SIRT5 inh = -1
  LGR2 antag = 0
  C2C12 statin = nt
  esBAF inh = nt
COc1ccccc1/C=C/C1C(C(=O)OCC(C)C)=C(C)N=C2SCCC(=O)N21 (stereo not drawn)
  S100A4 MyoIIA = 0
  FN deposition inh = 3
  Casp6 inh = -1
  SIRT5 inh = 0
  LGR2 antag = nt
  C2C12 statin = nt
  esBAF inh = nt

The results go on.
SMILES	S100A4 MyoIIA	FN deposition inh	Casp6 inh	SIRT5 inh	LGR2 antag	C2C12 statin	esBAF inh
O=C(Nc1ccc2c(c1)OCO2)N1CCC(CO)(CC2CCCCO2)CC1 (stereo not drawn)	-5	5	0	-1	-50	-3	9
O=[N+]([O-])c1cccc(-n2nnnc2CN2CCCC2)c1	-1	-1	-3	0	11	5	0
Cc1ccc(CNC(=O)CCC2CCCN(Cc3cccc4ncccc34)C2)o1 (stereo not drawn)	-5	-3	-3	nt	-1	-13	1
CCCNC(=O)C1CCN(S(=O)(=O)c2ccc3[nH]c(=O)ccc3c2)CC1	0	-9	0	5	-29	1	0
COc1ccc(Cl)cc1CNC[C@H]1O[C@@H](n2ccc(N)nc2=O)[C@H](O)[C@@H]1O	-4	nt	-1	-1	11	7	-6
CCOC(=O)N1CCC(NCCNC(=O)c2ccc(F)c(F)c2)CC1	17	2	-3	-1	nt	0	-9
Cc1nc2ccccn2c1C(=O)OCC#N	-11	2	0	-2	-1	2	-3
CCNc1nc(Oc2ccc(C(=O)OC)cc2)nc(SC)n1	nt	8	nt	nt	nt	-10	-7
O=[N+]([O-])c1cc(Cl)cc2c1nc(NCCO)c1ccccc12	0	11	2	0	0	17	6
CC1CCc2nc3ccccc3c(C(=O)OCC(=O)NC3CCS(=O)(=O)C3)c2C1 (stereo not drawn)	0	-2	-2	-7	-7	nt	nt
COc1ccc(NC(=O)CN(C)C(=O)c2cccnc2Sc2ccc(C)c(C)c2)cc1	-5	-1	2	9	11	nt	nt
COc1ccc(C(=O)Nc2ccc(OCc3ccccc3)cc2)cc1[N+](=O)[O-]	nt	3	nt	nt	nt	-19	-1
CCC1(c2ccccc2)NC(=O)N(CC(=O)NCc2ccncc2)C1=O (stereo not drawn)	-1	6	nt	-3	2	0	-6
CC(C)C[C@@H](CN1CCCC1CN1C(=S)NC[C@@H]1Cc1ccc(O)cc1)N1C[C@H](Cc2ccc(O)cc2)N(CC2CCCCCC2)C1=S (stereo partly drawn)	-4	nt	0	0	16	-4	9
NC(=O)C1CCCN(CC(=O)N2CCN(c3ccccc3)CC2)C1 (stereo not drawn)	-5	0	0	-3	7	2	-1

Rewritten with values under each structure: part of the list above
Values run as follows: S100A4 MyoIIA, FN deposition inh, Casp6 inh, SIRT5 inh, LGR2 antag, C2C12 statin, esBAF inh
> COc1ccccc1/C=C/C1C(C(=O)OCC(C)C)=C(C)N=C2SCCC(=O)N21 (stereo not drawn)
→ 0, 3, -1, 0, nt, nt, nt
> CCC(C(=O)NCC1CCCO1)n1nc(C)c2sc3ccccc3c2c1=O (stereo not drawn)
→ 19, 0, -1, -1, -3, 12, 4

Other structures follow.
SMILES	S100A4 MyoIIA	FN deposition inh	Casp6 inh	SIRT5 inh	LGR2 antag	C2C12 statin	esBAF inh
COc1ccc2oc(=N)c(-c3nnc4n3CCCCC4)cc2c1	nt	-1	nt	nt	nt	-82	4
CCCOc1ccc(Oc2ccc(S(=O)(=O)N3CCN(C)CC3)cn2)cc1	6	7	5	11	-17	nt	nt
O=C(Nc1ccc2[nH]ncc2c1)C1CCC1	-2	9	0	4	1	8	10
Cc1ccc(S(=O)(=O)N(C)C[C@@H]2Oc3ccc(NC(=O)CCN4CCOCC4)cc3C(=O)N([C@@H](C)CO)C[C@@H]2C)cc1	1	nt	0	-8	-5	1	5
CC1CCC2C(=O)N(c3ccc(NC4CCN(Cc5ccccc5)CC4)c([N+](=O)[O-])c3)C(=O)C2C1 (stereo not drawn)	4	0	18	5	6	-8	2
COC(=O)CSc1ncnc2c1sc1nc(N3CCOCC3)c3c(c12)CCCC3	nt	-2	nt	nt	nt	5	6
Cc1ccc(C(=O)N2CC(C)CC(C)C2)cc1S(=O)(=O)N1CCCCC1 (stereo not drawn)	-14	-4	-50	-11	18	4	0
Cc1ccccc1S(=O)(=O)N1CC(=O)N2[C@H](CO)[C@H](c3ccc(C#CCN(C)C)cc3)[C@@H]2C1	1	nt	0	0	6	nt	nt
COc1ccc(C2(C)CC(C)(C)Nc3ccccc32)cc1 (stereo not drawn)	-6	-5	3	-5	6	2	2
CCOC(=O)C1C(=O)C=C(c2ccc(C)cc2)CC1c1cccc([N+](=O)[O-])c1 (stereo not drawn)	7	-11	2	0	-12	nt	nt
CCNC(=O)C[C@@H]1CC[C@H]2[C@H](COc3ccc(NC(=O)c4ccc(F)c(F)c4)cc3C(=O)N2C)O1	3	-1	-1	1	12	25	13
COc1ccc(-c2cc(C(=O)NC(C)c3ccccn3)c3ccccc3n2)cc1OC (stereo not drawn)	1	3	1	11	2	-12	35
CCOC(=O)C1CCN(S(=O)(=O)c2ccc3[nH]c4c(c3c2)CCCC4)CC1	-1	9	4	0	-6	-23	4
CSCCC(NC(=O)c1ccccc1)C(=O)NC1CCCC1 (stereo not drawn)	-1	nt	0	-1	2	8	3
C[C@@H]1CN([C@H](C)CO)C(=O)CCCn2nncc2CO[C@H]1CN(C)C(=O)CCCN(C)C	7	1	2	2	8	nt	nt
Cn1nc(C(F)(F)F)c(/C=N/OCc2c(Cl)cccc2Cl)c1Cl	nt	14	nt	nt	nt	-8	0
COc1ccc(C#Cc2cnc3c(c2)C(=O)N([C@@H](C)CO)C[C@@H](C)[C@H](CN(C)C(=O)Nc2cccc(OC)c2)O3)cc1	nt	3	nt	nt	4	112*	1
Cc1c(Cl)cnc(NC(=O)COC(=O)C2CCCC2)c1Cl	4	-4	11	3	-17	0	-5
COc1ccc(-c2ccc3c(c2)O[C@H](CN(C)C(C)=O)[C@@H](C)CN([C@H](C)CO)S3(=O)=O)cc1	13	1	1	-6	-7	11	3
CCc1nc2ccc(C(=O)NC(C)(C)C)cn2c1N(CC)Cc1cccc(Br)c1	2	-4	-32	2	0	-6	-10
COC(=O)Nc1nc2ccc(-c3n[nH]c(=O)c4ccccc34)cc2[nH]1	nt	8	nt	nt	-10	-37	-11
CCC(=O)N1C[C@H](O)COC[C@H]2O[C@H](CC(=O)N3CCCCC3)CC[C@@H]21	-13	-3	1	-2	0	6	-1
COc1ccc(C(c2c(NC(=O)c3ccco3)sc(C)c2C)N2CCOCC2)cc1 (stereo not drawn)	-3	-14	55*	-3	8	1	-19
CCc1ccc(S(=O)(=O)NCCc2cn3ccc(C)cc3n2)s1	-10	3	1	-2	-5	nt	nt
CCOC(=O)C1=CCN(S(=O)(=O)c2ccc(F)cc2)C1c1cccc(Cl)c1 (stereo not drawn)	12	5	-2	13	10	0	-2
CCC1(c2ccc(F)cc2)NC(=O)N(CC(=O)N(C)C2CCS(=O)(=O)C2)C1=O (stereo not drawn)	0	3	3	-4	-1	8	-5
Fc1ccc(-[n+]2nc(Nc3ccccc3)sc2-c2c(Cl)cccc2Cl)cc1	-2	-9	21	nt	71*	-140	2
O=C(NC[C@@H]1[C@H](c2ccccc2)[C@H](CO)N1Cc1ccccn1)C1CCC1	nt	-7	nt	nt	9	5	7
Cc1cc(N2CCN(C(=O)c3cccs3)CC2)c(F)cc1[N+](=O)[O-]	-4	-4	0	-1	11	-9	6
COc1ccccc1N1CCN(C(=O)c2cc(-c3ccccc3O)on2)CC1	-1	5	2	-1	-20	2	12
COc1ccc(S(=O)(=O)Nc2ccc3c(c2)C(=O)N([C@@H](C)CO)C[C@@H](C)[C@H](CN(C)C(=O)Nc2c(C)noc2C)OCCCC[C@H](C)O3)cc1	-6	-10	0	-3	-2	89*	-7
O=C(C[C@@H]1C=C[C@H](NC(=O)c2ccncc2)[C@@H](CO)O1)NCC1CC1	-12	-12	4	-5	39	-10	-1
C[C@@H]1CN([C@@H](C)CO)C(=O)c2cccc(NC(=O)C3CC3)c2O[C@@H]1CN(C)Cc1ccc(-c2ccccc2)cc1	7	nt	0	-1	-17	-16	-1
COc1ccc(CN2CCN(C(=O)c3cccc(OC)c3OC)CC2)cc1OC	2	6	nt	4	2	-1	-6
Cn1c(SCc2nc(-c3ccc(Cl)cc3)no2)nnc1-c1ccccc1	5	nt	-6	-3	-10	27	-13
CC(C)NC(=O)CN1CCN(Cc2nc(C(c3ccccc3)c3ccccc3)no2)CC1	-2	10	-1	-4	12	nt	nt
O=C(Nc1ccc(F)cc1F)N1CCCCC1c1cccnc1 (stereo not drawn)	nt	-13	nt	nt	nt	5	5
O=C(Cn1ccc(NC(=O)OCc2ccccc2)nc1=O)NCc1ccc2[nH]ccc2c1	5	7	-2	-1	-2	-1	-3
CCOC(=O)c1cnn2c1[nH]c(=O)c1ccccc12	nt	nt	nt	nt	-12	0	6
CC(=NNC(=O)c1cccc(S(=O)(=O)N2CCCC2)c1)c1ccccc1	-2	-6	0	8	-18	-9	22
COc1ccc(OCC(=O)Nc2nccs2)cc1	1	12	1	0	66*	-5	-43
CC(C)C(=O)NN(C(=O)C(C)C)c1nc2ccccc2s1	0	-10	8	-2	12	nt	nt

Compound activity as filed in PubChem BioAssay.
